Runt-CBFb FRET – blocks binding of human RUNX1 Runt domain to CBFb. Q01196+Q13951. AID 1496. 0.46% of 220,000 active. inhibition, % at 20 µM. Cerulean-Runt/Venus-CBFb FRET ratio 530/480, 1 h;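 active means inhibition over about 50% at 20 µM in the single-dose screen, limit read from the data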;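 further: 0% = DMSO wells and 100% = excess unlabeled CBFb competitor control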
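Assay system: Cerulean-Runt domain fusion protein, energy donor; Signal: fluorescence energy transfer, 422 nm excitation, 530/480 nm emission; Timing: 1 h compound exposure, room temperature; Control set: unlabeled CBFb; Medium: Tris buffer pH 7.5 with salts and BSA; Compound: single test concentration of 20 µM, 1% DMSO final; Probe or stimulus: Venus-CBFb 100 nM.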
FXIa inh 1536 – inhibitors of human coagulation factor XIa. purified FXIa, Boc-Glu-Ala-Arg-AMC fluorogenic substrate. AID 798. inhibition, % at 5 µM. P03951. 0.14% of 220,000 active;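 active means inhibition of at least 40%; inactive means inhibition below 40%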;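 further: fluorescence of freed AMC excited at 355 nm; 0% = enzyme without compound and 100% = no enzyme blank; many of its hits are not listed in these tables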
Hck Nef HTS – blocks Nef-activated human Hck kinase; Recombinant Hck-YEEI plus Nef, Z-Lyte FRET kinase assay; inhibition, % at 20 µM; 0.68% of 220,000 active;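 active means Hck-Nef kinase inhibition above about 50%, limit read from the data; inactive means inhibition below that limit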;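 further: 0% = DMSO with Hck plus Nef and 100% = Hck alone without Nef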
FXIIa inh – blocks human coagulation factor XIIa protease activity; inhibition, % at 5 µM; 0.3% of 220,000 active; AID 800; purified FXIIa, Boc-QGR-AMC fluorogenic substrate, 2 h; in the data active means inhibition above about 40%;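 further: 0% = enzyme with no compound and 100% = blank without enzyme; many of its hits are not listed in these tables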
Target sequence (P00748 20-372 limits assumed): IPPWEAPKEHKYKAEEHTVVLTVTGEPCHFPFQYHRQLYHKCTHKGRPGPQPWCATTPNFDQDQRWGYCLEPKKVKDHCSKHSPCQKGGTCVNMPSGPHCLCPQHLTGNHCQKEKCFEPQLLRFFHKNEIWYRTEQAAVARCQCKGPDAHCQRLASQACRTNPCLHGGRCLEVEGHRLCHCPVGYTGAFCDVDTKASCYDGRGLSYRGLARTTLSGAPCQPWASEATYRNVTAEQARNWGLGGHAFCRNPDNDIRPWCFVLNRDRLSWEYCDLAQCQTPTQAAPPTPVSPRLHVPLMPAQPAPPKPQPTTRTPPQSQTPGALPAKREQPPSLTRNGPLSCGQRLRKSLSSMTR
Target sequence (P00748 373-615 limits assumed): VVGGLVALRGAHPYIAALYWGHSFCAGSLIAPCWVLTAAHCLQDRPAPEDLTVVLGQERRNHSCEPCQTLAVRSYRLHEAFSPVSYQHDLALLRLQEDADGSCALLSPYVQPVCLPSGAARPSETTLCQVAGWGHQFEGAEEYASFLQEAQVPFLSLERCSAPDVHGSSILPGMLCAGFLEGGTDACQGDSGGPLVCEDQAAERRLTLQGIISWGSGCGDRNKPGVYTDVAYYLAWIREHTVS
14-3-3 Bad PPI – disrupts binding of bovine 14-3-3 zeta to phospho-Bad peptide; AID 781; TR-FRET 14-3-3zeta/Dy647-pBad peptide displacement, 1 h; 0.71% of 220,000 active; P63103; inhibition, % at 21.7 µM;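 active means inhibition above about 70%, limit read from the data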;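 further: 0% = full 14-3-3 plus peptide FRET controls and 100% = background without 14-3-3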
thrombin 1536 – blocks human thrombin protease activity. P00734. alpha-thrombin, Boc-VPR-AMC fluorogenic substrate cleavage. inhibition, % at 5 µM. 0.26% of 220,000 active. AID 1046;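 active means inhibition at or above 40%; inactive means inhibition below 40%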;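 further: 0% = enzyme with no compound and 100% = wells without enzyme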
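Test system: human alpha-thrombin; medium: pH 7.5 Tris-saline with Tween 20; times: reaction at room temperature; signal: AMC fluorescence at 355 nm excitation and 460 nm emission; also added: Boc-VPR-AMC substrate, 15 µM final; dosing: one concentration per compound, 5 µM, with 0.2% DMSO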
KLK5 inh – blocks human kallikrein 5 protease activity; Q9Y337; recombinant hK5, fluorogenic AMC substrate cleavage; inhibition, % at 5 µM; 0.59% of 210,000 active;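 active means inhibition of 40% or more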;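 further: 0% = enzyme controls without compound and 100% = no-enzyme blanks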
Target sequence (Q9Y337 67-293 limits assumed): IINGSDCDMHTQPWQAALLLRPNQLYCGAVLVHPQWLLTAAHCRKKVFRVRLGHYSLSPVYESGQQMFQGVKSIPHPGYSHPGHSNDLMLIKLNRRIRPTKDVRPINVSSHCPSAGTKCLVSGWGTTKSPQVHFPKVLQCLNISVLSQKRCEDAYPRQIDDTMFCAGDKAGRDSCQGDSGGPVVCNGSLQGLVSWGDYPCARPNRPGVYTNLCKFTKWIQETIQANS
Runt-SMMHC FRET – inhibitors of human RUNX1 Runt domain binding to CBFb-SMMHC; Q01196+Q13951; Cerulean-Runt/Venus-CBFb-SMMHC FRET ratio 530/480, 1 h; inhibition, % at 20 µM; 0.74% of 220,000 active; AID 1434;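 active means mean inhibition across duplicate retests at 20 µM reaching about 50%, limit read from the data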;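 further: 0% = DMSO wells and 100% = wells with excess untagged CBFb-SMMHC; inhibitors lower the FRET ratio by blocking Runt binding to CBFb-SMMHC; some results filed as inactive read as strong as hits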
Wee1 stabilizer – blocks degradation of human Wee1 kinase; reporter increase, % at 5 µM; HeLa Luc-Wee1K328M stability, luciferase luminescence; 100% = proteasome inhibitor MG132 effect; 1.2% of 220,000 active;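 active means activation above the mean of all tested compounds plus 3 SD, set per screening run, cut at about 8.8% in these data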;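 further: cells exposed to compound for 20 h before luminescence read; 0% = DMSO alone and 100% = MG132 at 30 µM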
The depositor's hits bear a star; nt = not tested or not shown; [ ] = remark or other dose.

SMILES | Runt-CBFb FRET | FXIa inh 1536 | Hck Nef HTS | FXIIa inh | 14-3-3 Bad PPI | thrombin 1536 | KLK5 inh | Runt-SMMHC FRET | Wee1 stabilizer
CCc1ccc(C(=O)COC(=O)c2cccnc2Cl)cc1 | -4 | -6 | 20 | 1 | -9 | 5 | -3 | 0 | 0
COCCCN1C(=O)c2ccc(C(=O)O)cc2C1=O | -2 | -1 | -1 | 6 | 7[fluorescence artefact?] | -6 | 0 | 2 | -2
O=C(Cc1ccccc1[N+](=O)[O-])N1CCN(c2ccc(F)cc2)CC1 | -3 | 0 | 21 | 8 | -16 | -9 | 7 | 0 | -2
CC(C)Nc1oc(Cc2cccc3ccccc23)nc1C#N | 5 | -3 | 3 | 7 | -2 | 1 | 0 | 3 | 0
O=C(c1ccc(COc2ccccc2Cl)o1)N1CCCC1 | 0 | -2 | -1 | 7 | 10 | -17 | -14 | -2 | -1
CC(C(=O)Nc1c2c(cc3c1CCC3)CCC2)N1CCCC1 (stereo not drawn) | -1 | 12 | 5 | 19 | 1[fluorescence artefact?] | 1 | -11 | -6 | -3
COc1ccc(NC(=O)c2cnc(C)cn2)cc1-n1cnnn1 | -1 | -5 | 0 | 14 | 7 | 0 | -4 | 0 | -4
COC(C(=O)NC(C(C)C)C(C)C)c1ccccc1 (stereo not drawn) | 2 | 5 | 0 | 11 | -8 | 7 | 0 | 3 | 0
CCCCN1CN(Cc2ccco2)CNC1=S | 0 | 9 | 5 | 10 | 4[fluorescence artefact?] | 1 | -5 | 1 | 1
CC(=O)Nc1ccc(NC(=O)Cn2cc3c(n2)CCC(C)C3)cc1 (stereo not drawn) | 0 | 6 | 8 | 16 | 6 | 3 | -21 | 4 | 1
CC(=O)N1CCc2cc(S(=O)(=O)NC(C(=O)Nc3ccc4c(c3)OCCO4)C(C)C)ccc21 (stereo not drawn) | 4 | 4 | -2 | 5 | 6 | 2 | 13 | -3 | 0
COc1ccc(OC)c(/C=N/NC(=O)c2cc(-c3ccc(C)o3)nc3ccccc23)c1 | 0 | 5 | 8 | 7 | -1[fluorescence artefact?] | -6 | -17 | -22 | 0
CCOc1ccc(C(=O)NCCCN2CCOCC2)cc1OCC | -1 | -1 | -26 | nt | -6 | -1 | -1 | 2 | 8
CC(=O)Nc1ccc(NC(=O)CSc2nc3ccccc3o2)cc1 | -3 | 9 | -3 | 6 | 4 | -4 | -1 | 44 | 1
O=C(Nc1ccc2oc(-c3ccccc3Cl)nc2c1)c1ncn[nH]1 | -5 | -4 | 6 | 4 | 28[fluorescence artefact?] | -5 | -23 | -2 | 3
O=C(c1ccccc1)c1cccn1CC(=O)N1CCN(c2ccc(F)cc2)CC1 | -2 | 6 | 0 | 15 | 0 | 4 | 4 | 2 | -1
CCOC(=O)CSc1nc(C)c(C(C)=O)cc1C(N)=O | 1 | -1 | 18 | 3 | 11 | -6 | -1 | -2 | 3
Cc1nc(-c2ccc(S(=O)(=O)NCC3CCN(C(=O)OC(C)(C)C)CC3)s2)cs1 | -1 | 8 | 5 | 4 | 2 | -2 | 5 | 1 | 4
Cc1cc(C)c(-c2csc(NC(=O)/C=C/c3cccs3)n2)c(C)c1 | 0 | 2 | 1 | 7 | -2 | -5 | 0 | -1 | 4
Cc1cc(NC(=O)Cn2nnc3sc4c(c3c2=O)CCCC4)no1 | 3 | 1 | -1 | 14 | 0 | 2 | 6 | 2 | -2
Cc1cc(NC(=O)Nc2ccc(F)cc2)no1 | nt | 3 | 0 | 15 | -11[fluorescence artefact?] | 2 | -11 | -2 | 1
COc1cc(NC(=O)c2ccc(C)cc2)c(OC)cc1NC(=O)CN1CCOCC1 | -1 | 5 | 1 | 9 | 10 | 4 | -4 | 6 | 2
CCOC(=O)N1CCN(C(=O)Cn2cc3c(n2)CCCC3)CC1 | 2 | -11 | -14 | -2 | 2 | -1 | 5 | -3 | 11*
COC(=O)c1cc(C)sc1NC(=O)CCCC(=O)O | 2 | -2 | -1 | 0 | 1 | -6 | 10 | 2 | -3
CCOc1ccc(CNCCc2ccc(S(N)(=O)=O)cc2)cc1 | 0 | -12 | 20 | 11 | -5 | -6 | -5 | -1 | 3
COc1ccc(CN2CC(C(=O)NCCCN3CCN(C)CC3)CC2=O)cc1 (stereo not drawn) | 2 | 1 | 0 | 14 | -3 | 2 | -10 | 1 | -2
COc1ccc(NC(=O)NNc2cc(N3CCOCC3)nc(N3CCOCC3)n2)cc1 | 2 | -1 | 19 | 4 | -13 | -2 | -1 | 4 | 3
CCCn1c(=N)n(CC(=O)c2cccs2)c2ccccc21 | 1 | 5 | 4 | 17 | -9 | 8 | 7 | 3 | -2
CCCCSc1cc(C)nc(N)n1 | 0 | -1 | -12 | 9 | 21 | -2 | 8 | -1 | 3
COc1ccc(-c2nc3ccccc3c(=O)n2NC(=O)Cc2ccccc2)cc1 | 3 | -1 | 4 | 4 | 4[fluorescence artefact?] | -7 | -15 | -5 | 0
CCOC(=O)c1cc2c(=O)n3ccccc3nc2n(CCCOC)c1=NC(=O)C(C)(C)C | 56* | -20 | 159* | -28 | -12 | -29 | -146 | -21 | -2
CC(C)CN(Cc1cc(=O)oc2cc(-c3ccccc3)c(O)cc12)CC(C)C | 12 | 5 | 10 | 10 | 6 | -1 | 1 | -11 | 9.3*
CCOC(=O)C1=C(O)/C(=C/c2cccc(OC)c2O)N=C1C | -1 | -2 | 16 | 1 | -7 | 3 | -15 | -2 | -3
CCOc1ccc(/C=N/n2nnnc2N)cc1O | 14 | -10 | 12 | 0 | -12 | -13 | -1 | 5 | 6
CCCCc1c(O)nc(SCC(=O)N2CCOCC2)n(-c2ccccc2C)c1=O | -2 | -3 | 0 | 10 | -18[fluorescence artefact?] | -1 | -22 | 6 | 2
O=C(COC(=O)c1ncc(Cl)c(Cl)c1Cl)c1ccc(Cl)s1 | -1 | -4 | 4 | -1 | -7 | -10 | -20 | -8 | 0
Cc1cc(C(C)(C)C)c(O)c(C)c1CC1=NCCN1 | -1 | -3 | 1 | 8 | -1 | 0 | -1 | -2 | -2
CCN1C(=O)C2(/C(=C(\O)c3ccc4c(c3)OCCO4)C(=O)C(=O)N2CCCOC)c2ccccc21 (stereo not drawn) | -2 | 4 | -1 | 7 | 17[fluorescence artefact?] | 1 | 4 | 1 | -2
COc1ccc(C2C(C#N)=C(N)SC(N)=C2C#N)cc1OC | 13 | -3 | 6 | 9 | -8 | 5 | -20 | 12 | 0
Cc1nc(SCC(=O)OCc2ccccc2)c(C#N)c(-c2ccccc2)c1C(=O)Nc1ccccc1 | 1 | -8 | 1 | -6 | 0[fluorescence artefact?] | -10 | 1 | 4 | -3
Cc1ccc(CN2C(=O)S/C(=C\c3ccccc3OCC(=O)O)C2=O)cc1 | -3 | -1 | 16 | 5 | 1 | -8 | 2 | -4 | 3
CN(C(=O)C1CCCO1)c1nnc(-c2ccccn2)s1 (stereo not drawn) | -3 | 0 | -4 | 9 | -3 | 3 | -32 | -7 | -1
Cc1cccc(NC(=S)N/N=C/C(C)c2ccccc2)c1C (stereo not drawn) | 9 | -2 | -2 | 3 | -15 | -3 | -5 | 8 | 1
Cc1ccc(-c2ccc(S(=O)(=O)N3CCCC3)cc2)cc1 | 1 | -4 | 13 | 7 | -6 | -14 | 0 | -8 | 4
O=C(Nc1cc(=O)[nH]c2ncnn12)c1ccccc1F | 2 | 0 | 9 | 0 | -1 | -6 | -2 | -7 | 9.4*
COc1cc2c(cc1OC)C(c1cc([N+](=O)[O-])ccc1O)NCC2 (stereo not drawn) | 2 | 3 | 13 | 6 | -3 | nt | 2 | -5 | 0
CCNC(=O)COC(=O)c1cc(C)nc2ccccc12 | 1 | 1 | 12 | 12 | 6 | 13 | 17 | 0 | 3
CCOC(=O)c1sc2nccc(OC)c2c1N=CN(C)C | 0 | 13 | 26 | 9 | -5 | -11 | 17 | 0 | -1
CC(=O)Cn1nnc(-c2ccc(C(F)(F)F)cc2)n1 | -1 | -11 | 1 | -1 | -1 | -14 | -3 | 4 | -2
CCN(C(=O)CN(C)Cc1c(F)cccc1Cl)c1c(N)n(Cc2ccccc2)c(=O)[nH]c1=O | 2 | 2 | 2 | 12 | -4 | -9 | -11 | 4 | 3

(cont.)
SMILES | Runt-CBFb FRET | FXIa inh 1536 | Hck Nef HTS | FXIIa inh | 14-3-3 Bad PPI | thrombin 1536 | KLK5 inh | Runt-SMMHC FRET | Wee1 stabilizer
O=C1c2ccccc2S(=O)(=O)N1CCOc1ccc(F)cc1 | -2 | 5 | 0 | 16 | 0 | -7 | -25 | -2 | -2
Cc1ccc(C)c(S(=O)(=O)NCc2ccc(C(=O)N3CCCCC3C)cc2)c1 (stereo not drawn) | 0 | -6 | 2 | 1 | -8 | -2 | -5 | -1 | -1
CCCCOc1ccc(C(=O)OCC(=O)Nc2cc(C)c(C)cc2[N+](=O)[O-])cc1 | -2 | -1 | 2 | 5 | -17[fluorescence artefact?] | -2 | -22 | -8 | 2
O=C(CNc1cccc2ccccc12)N/N=C/c1ccc(OC(=O)/C=C/c2ccco2)cc1 | 25 | -1 | -11 | 14 | -6[fluorescence artefact?] | 9 | 5 | -3 | -3
CN(C)C(=O)CCc1nc2sc3c(c2c(=O)[nH]1)CCCC3 | 1 | 7 | 0 | 17 | -6[fluorescence artefact?] | 0 | -6 | -2 | 2
CCCC(=O)Nc1cccc(NC(=O)c2ccc([N+](=O)[O-])cc2Cl)c1 | 1 | 0 | 1 | 4 | -4 | -12 | -7 | -6 | 4
CC1CCN(Cc2nc(Cl)c3c4c(sc3n2)CCC4)CC1 | -1 | 0 | 0 | 5 | 0 | 0 | nt | 2 | -4
NC(=O)COC(=O)CC12CC3CC(CC(Br)(C3)C1)C2 | 0 | -3 | 1 | 3 | -17 | 4 | -5 | -1 | 2
COc1cccc(CN2CCN(Cc3[nH]c4ccccc4c3C)CC2CCO)c1 (stereo not drawn) | -2 | -3 | 22 | 10 | -17 | -13 | 0 | -2 | 0
CCSc1nc2ccccc2c(=O)n1CCc1ccc(OC)c(OC)c1 | -3 | 3 | 21 | 11 | -2 | 1 | 2 | 0 | 0
COc1ccc(NC(=O)Nc2c(SC)nsc2SC)cc1 | 2 | 2 | -6 | 4 | 5 | -8 | -2 | -2 | -2
Cc1cc(/C(N)=N/OC(=O)Nc2ccccc2)no1 | 0 | -2 | 1 | 11 | -5 | -4 | 11 | 0 | 2
Cc1cccc(CCNC(=O)C2CCC(CNc3c(N4CCCC4)c(=O)c3=O)CC2)c1 (stereo not drawn) | 2 | -1 | 1 | 12 | -2 | -4 | 0 | 2 | nt

Results in Runt-CBFb FRET, thrombin 1536 and FXIIa inh, for some of the entries so far:
SMILES,Runt-CBFb FRET,thrombin 1536,FXIIa inh
NC(=O)COC(=O)CC12CC3CC(CC(Br)(C3)C1)C2,0,4,3
CCCC(=O)Nc1cccc(NC(=O)c2ccc([N+](=O)[O-])cc2Cl)c1,1,-12,4

Screening data deposited in PubChem by several laboratories.
